MEX-5 binding: C. elegans MEX-5 TCR-2 RNA binding activity. MEX-5/FITC-TCR2 RNA binding, fluorescence polarization; active compounds read low. activity score (negative = inhibition of binding), % at 10 µM. hit rate 0.38% among 300,000;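 active = inhibition past about -25% in most replicates, and total fluorescence under double the plate's negative control median, limit read from the data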;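 note: 0% = DMSO and -100% = 5 µM competing unlabeled TCR2 RNA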
GLD-1 RNA inh: GLD-1-TGE RNA interaction inhibition (C. elegans); hit rate 0.44% among 320,000; Q17339; inhibition, % at 5.96 µM; purified GLD-1 + fluorescein TGE RNA, fluorescence polarization;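 active = percent inhibition above a per-plate cutoff, the plate mean of test compounds plus 3 SD, cut at about 30% in these data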;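 note: 0% = DMSO wells with GLD-1 and probe and 100% = wells lacking GLD-1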
BCLXL inh: blocks human Bcl-xL binding to Bim BH3 peptide; GST-Bcl-xL / FITC-Bim BH3 peptide fluorescence polarization; Q07817; AID 2129; inhibition, % at 10.9 µM; hit rate 0.7% among 320,000;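 active = inhibition above the mean of all tested compounds plus 3 SD, cutoff set per campaign, cut at about 30% in these data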;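 note: 0% = DMSO wells and 100% = unlabeled Bim-BH3 peptide competitor; inhibitors lower millipolarization by displacing the labeled peptide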
Target sequence (Q07817 whole entry, looked up): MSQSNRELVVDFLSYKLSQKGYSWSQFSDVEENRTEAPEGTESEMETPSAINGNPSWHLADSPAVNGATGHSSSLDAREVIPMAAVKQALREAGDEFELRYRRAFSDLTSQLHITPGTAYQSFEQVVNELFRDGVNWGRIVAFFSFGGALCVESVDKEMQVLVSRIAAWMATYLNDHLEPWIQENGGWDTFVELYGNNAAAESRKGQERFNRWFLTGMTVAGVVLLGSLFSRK
PAFAH1B2 inh: blocks human PAF acetylhydrolase 1b catalytic subunit 2. P68402. recombinant PAFAH1B2, FP-rhodamine activity probe, fluorescence polarization. inhibition, % at 3.39 µM. hit rate 1.2% among 340,000. AID 492953;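 active = inhibition above the mean of all tested compounds plus 3 SD, cut at about 24% in these data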;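 note: 0% = enzyme with DMSO and 100% = wells lacking PAFAH1B2; many of its hits are not listed in these tables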
Target sequence (P68402 whole entry, looked up): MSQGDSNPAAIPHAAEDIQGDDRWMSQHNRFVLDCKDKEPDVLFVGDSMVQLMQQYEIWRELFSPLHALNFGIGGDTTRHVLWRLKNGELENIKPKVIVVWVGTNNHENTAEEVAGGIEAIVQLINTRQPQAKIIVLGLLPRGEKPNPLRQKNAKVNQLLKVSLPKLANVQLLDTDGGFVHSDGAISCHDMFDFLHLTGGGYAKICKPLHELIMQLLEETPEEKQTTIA
MCL1 BIM primary: disrupts human MCL1 binding to BIM-BH3 peptide; AID 2057; inhibition, % at 10.9 µM; Q07820; GST-MCL1 / FITC-Bim-BH3 fluorescence polarization; hit rate 0.68% among 320,000;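 active = inhibition above the mean inhibition of all tested compounds plus 3 SD, set per campaign, cut at about 40% in these data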;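 note: 0% = DMSO wells and 100% = unlabeled Bim-BH3 peptide control; higher means more loss of mP so more displacement of Bim peptide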
PME-1 inh: PME-1 (human) inhibition. Q9Y570. recombinant PME-1, FP-Rh probe fluorescence polarization. inhibition, % at 5.9 µM. hit rate 0.53% among 320,000. AID 2130;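 active = inhibition above the campaign mean of all compounds plus 3 SD, cut at about 26% in these data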;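 note: competitive labeling of PME-1 active site by serine hydrolase directed probe; 0% = PME-1 with DMSO and 100% = wells lacking PME-1 enzyme; inhibitors block probe labeling so polarization falls and inhibition rises; many of its hits are not listed in these tables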
Fam108B inh: blocks mouse Fam108B hydrolase in RBBP9 counter-screen | inhibition, % at 9.51 µM | recombinant Fam108B, FP-Rh probe fluorescence polarization | hit rate 0.33% among 300,000;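 active = inhibition above the screen mean inhibition plus 3 SD, computed separately per campaign, cut at about 18% in these data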;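 note: inhibitors lower polarization as less probe binds the enzyme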
AHR act: activates the human aryl hydrocarbon receptor; activation, % at 5 µM; hit rate 2.5% among 320,000; AHR-responsive luciferase reporter cells, luminescence; P35869; in the data active = activation above about 47%;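 note: 0% = vehicle wells and 100% = reference agonist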
pPAFAH inh: pPAFAH (human) enzyme inhibition. inhibition, % at 3.39 µM. recombinant pPAFAH, FP-rhodamine probe fluorescence polarization. hit rate 1.5% among 330,000. AID 463082. Q13093;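 active = inhibition above the mean inhibition across the screen plus 3 SD, cut at about 25% in these data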;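 note: inhibitors block binding of the rhodamine activity-based probe so polarization drops; 0% = enzyme with DMSO and 100% = wells lacking pPAFAH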
Target sequence (Q13093 whole entry, looked up): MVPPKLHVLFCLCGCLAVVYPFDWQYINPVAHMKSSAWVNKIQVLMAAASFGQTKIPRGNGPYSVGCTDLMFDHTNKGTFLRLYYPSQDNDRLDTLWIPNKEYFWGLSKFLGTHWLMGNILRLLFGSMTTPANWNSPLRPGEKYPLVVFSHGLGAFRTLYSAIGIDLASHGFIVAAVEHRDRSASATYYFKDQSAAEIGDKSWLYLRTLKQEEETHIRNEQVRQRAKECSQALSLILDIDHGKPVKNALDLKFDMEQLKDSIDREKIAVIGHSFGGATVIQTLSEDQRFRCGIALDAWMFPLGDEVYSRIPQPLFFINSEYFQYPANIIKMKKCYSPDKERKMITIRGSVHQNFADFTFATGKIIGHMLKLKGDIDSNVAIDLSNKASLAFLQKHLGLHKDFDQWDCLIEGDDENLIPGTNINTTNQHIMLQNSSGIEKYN
The depositor's hits bear a star; . = not tested or not shown. The list is partial; the hit share may differ from the screen's.

Below each compound – MEX-5 binding | GLD-1 RNA inh | BCLXL inh | PAFAH1B2 inh | MCL1 BIM primary | PME-1 inh | Fam108B inh | AHR act | pPAFAH inh
[1] COCCOC(=O)C1=C(C)NC(=O)NC1C1CC=CCC1 (stereo unspecified)
  -2.0 | 2 | -1 | 0 | -2 | -8 | 0 | -2 | 0
[2] COc1cc([N+](=O)[O-])ccc1-c1ccc(/C=N/NC(=O)OC(C)(C)C)o1
  -0.7 | -19 | -19 | -1 | -41 | 5 | -1 | -6 | 3
[3] CCOC(=O)c1cnn(-c2ccccc2)c1NC(=O)CCl
  -0.6 | -4 | 0 | 5 | 9 | -2 | 2 | -1 | -3
[4] Cc1cc(NS(=O)(=O)c2ccc(NC(=S)NC(=O)/C=C/c3ccccc3)cc2)no1
  0.4 | 6 | 8 | 8 | 4 | 8 | -3 | 1 | 9
[5] CC1CCC/C(=N\NC(=O)c2ccncc2)C1 (stereo unspecified)
  -1.2 | 8 | 4 | -2 | 16 | -1 | 2 | 27 | -4
[6] COc1ccccc1CNc1ccc(C(=O)O)cc1
  0.0 | 7 | 7 | 3 | 8 | 4 | 9 | 1 | 3
[7] O=C(Nc1ccccc1)C(=O)c1cn(CC(=O)N2CCCCC2)c2ccccc12
  -14 | 4 | -1 | 3 | -3 | -7 | -1 | 12 | -1
[8] O=C(CCN1C(=O)COc2ccccc21)NCCN1CCOCC1
  0.9 | -2 | -3 | -2 | 4 | -3 | -7 | -1 | 0
[9] Cc1cc(OCC(=O)O/N=C(\N)Cc2cccs2)ccc1Br
  2.2 | -5 | -4 | 8 | 1 | -2 | 1 | 4 | 6
[10] Cc1ccc(N/C(N)=N/c2nc(C)cc(N3CCCCC3)n2)c(C)c1
  2.5 | 2 | -2 | 1 | 3 | -12 | -3 | 21 | -6
[11] COC(=O)c1cccc(NC(=O)C23CC4CC(C2)CC(n2cncn2)(C4)C3)c1
  -1.8 | 4 | 10 | 0 | 11 | -1 | 2 | 9 | -1
[12] CCn1c(SCC(=O)N2CCC(C)CC2)nc2c(c1=O)SC(C)C2 (stereo unspecified)
  0.9 | 6 | 1 | 4 | 5 | 2 | 7 | 0 | -1
[13] Nc1ccc(C(=O)OCC(=O)Nc2cc([N+](=O)[O-])ccc2F)cc1
  2.4 | 5 | 3 | 0 | -2 | 5 | 2 | -2 | 12
[14] COc1ccccc1-c1nc2s/c(=C\c3cccs3)c(=O)n2n1
  -0.5 | -2 | 4 | -1 | -1 | 2 | -13 | 13 | 4
[15] COc1ccc(N(CC(=O)N/N=C/c2ccc(-c3ccc([N+](=O)[O-])cc3)o2)S(=O)(=O)c2ccc(C)cc2)cc1Cl
  5.9 | -22 | 13 | -4 | 10 | -25 | -21 | 4 | -3
[16] O=C(COC(=O)Cn1cnc2ccccc2c1=O)Nc1ccc(Cl)cc1
  0.7 | 0 | -2 | 0 | -16 | 6 | 2 | 2 | 6
[17] Cc1ccccc1NCCC(=O)Nc1ccc(F)cc1
  0.4 | 2 | 6 | 2 | 11 | 0 | 4 | 6 | 0
[18] CC(C)CCNC(=O)C1CC2Cn3c(nc4cc(Cl)c(Cl)cc43)C2N1C (stereo unspecified)
  -0.4 | -6 | 5 | 4 | 10 | -7 | 0 | 0 | 2
[19] Cc1cccc2cc(CNCC3CCCO3)c(Cl)nc12 (stereo unspecified)
  2.5 | 7 | 2 | 8 | -1 | -2 | -1 | 1 | -1
[20] COc1ccc(C(=O)COC(=O)CNC(=O)c2cccs2)cc1Br
  0.7 | -4 | 5 | 0 | 13 | 5 | 5 | -2 | 3

Compounds above with fluorine:
Below each compound – MEX-5 binding | GLD-1 RNA inh | BCLXL inh | PAFAH1B2 inh | MCL1 BIM primary | PME-1 inh | Fam108B inh | AHR act | pPAFAH inh
[13] Nc1ccc(C(=O)OCC(=O)Nc2cc([N+](=O)[O-])ccc2F)cc1
  2.4 | 5 | 3 | 0 | -2 | 5 | 2 | -2 | 12
[17] Cc1ccccc1NCCC(=O)Nc1ccc(F)cc1
  0.4 | 2 | 6 | 2 | 11 | 0 | 4 | 6 | 0

Further entries
Below each compound – MEX-5 binding | GLD-1 RNA inh | BCLXL inh | PAFAH1B2 inh | MCL1 BIM primary | PME-1 inh | Fam108B inh | AHR act | pPAFAH inh
[21] C/C(=N/OCO/N=C(/C)c1ccc(F)cc1)c1ccc(F)cc1
  -4.6 | 4 | 5 | 2 | 3 | -6 | 3 | -1 | 10
[22] Clc1cccc(N2CCN(Cc3nc(-c4ccccc4)no3)CC2)c1
  0.3 | 0 | 0 | 1 | 0 | -2 | 1 | 0 | 4
[23] C[C@H](NS(=O)(=O)c1ccc(F)cc1)C(=O)OCC(=O)c1c(N)n(C)c(=O)n(C)c1=O
  . | -3 | . | 3 | . | . | . | -2 | -1
[24] O=C(Nc1cc(S(=O)(=O)N2CCOCC2)ccc1Cl)c1cc([N+](=O)[O-])ccc1Cl
  . | 2 | . | 3 | . | . | . | 0 | 4
[25] COc1ccc(Cn2c(C)c(C)c(C#N)c2NC(=O)Nc2ccc(Cl)cc2)cc1
  0.1 | -3 | 5 | 3 | 4 | -1 | 0 | 6 | 2
[26] CCCOC(=O)Nc1ccc(N2CCCCC2)cc1
  0.1 | -1 | 0 | -1 | -6 | -4 | -2 | -3 | 0
[27] COc1ccc(-c2cn(Cc3ccc4ccccc4c3)nn2)cc1
  0.9 | 1 | 0 | 8 | 11 | -1 | -1 | 5 | 3
[28] Cc1ccc(CC(=O)Nc2cccc(C#N)c2)cc1
  -0.9 | 0 | 4 | 4 | -1 | -5 | 0 | 2 | 2
[29] Cc1ccccc1OCc1nc2c3cnn(C)c3ncn2n1
  0.4 | -3 | 4 | 4 | 0 | 8 | -1 | -2 | 0
[30] O=C(CSc1nc(-c2ccco2)cc(C(F)(F)F)n1)N1CCSCC1
  3.7 | -1 | 1 | 0 | -1 | -3 | -1 | 2 | 3
[31] C=C1CCC(N(O)c2cc(C)on2)C(=C)CCC2C1CC2(C)C (stereo unspecified)
  . | 0 | -2 | 14 | -5 | 3 | . | 0 | -4
[32] COc1ccc2oc(=O)c(-c3nnc(NCc4ccco4)s3)cc2c1
  -1.4 | 19 | 11 | -1 | 3 | 22 | -8 | -3 | 2
[33] CC(OC(=O)c1ccc([N+](=O)[O-])cc1)C(=O)NCC1CCCCC1 (stereo unspecified)
  . | 6 | . | 8 | . | . | . | 1 | 6
[34] O=C(NCc1ccc(Cl)cc1)C1CC(O)CN1S(=O)(=O)c1ccc(Cl)cc1 (stereo unspecified)
  -1.1 | 5 | 5 | 7 | 6 | -3 | 1 | 2 | 0
[35] CNC(C)C#Cc1c(-c2cc(OC)c(OC)c(OC)c2)noc1C (stereo unspecified)
  -3.8 | 2 | 12 | -3 | 6 | 3 | 0 | 21 | 8
[36] COc1cccc(NC(=O)CSc2nnc(NC(=O)C3CCC3)s2)c1
  -0.3 | 0 | 4 | 1 | -2 | -4 | 9 | 2 | -5
[37] CCC(CO)Oc1cc(NCc2cccc(F)c2)c2ncn(C(C)C)c2c1 (stereo unspecified)
  . | 6 | . | -3 | . | . | . | 3 | 5
[38] COc1ccccc1N1CCN(C(=O)c2cc(-c3ccccc3O)on2)CC1
  -4.0 | 0 | 2 | 4 | 0 | 7 | -1 | 8 | 3
[39] Cc1c(C(=O)N2CCC(n3nccc3NC(=O)C3CC3)CC2)[nH]c2ccc(Cl)cc12
  . | 2 | 4 | 0 | 1 | -3 | 4 | -1 | 0
[40] CS(=O)(=O)N(CC(=O)N1CCN(c2ccccc2)CC1)c1cc(C(F)(F)F)ccc1Cl
  1.2 | 12 | 4 | -2 | 0 | 17 | 4 | -7 | 2

Further results follow.
Below each compound – MEX-5 binding | GLD-1 RNA inh | BCLXL inh | PAFAH1B2 inh | MCL1 BIM primary | PME-1 inh | Fam108B inh | AHR act | pPAFAH inh
[41] CCN(CC)S(=O)(=O)c1ccc(NN=c2c(=O)c3ccccc3c2=O)cc1
  -1.3 | 4 | -1 | 1 | -2 | 1 | 3 | 5 | 6
[42] O=C(CCc1nc2ccccc2s1)OCc1ccccc1F
  1.4 | 4 | 5 | 2 | -3 | 5 | 3 | 1 | -1
[43] CSc1nc(Oc2ccc(=O)n(C)n2)nc(N(C)C)n1
  -0.3 | 2 | -4 | 3 | -16 | -10 | -2 | 3 | -2
[44] CNC(=S)N1N=C(c2ccc(C)cc2)CC1c1ccc(OC)c(OC)c1 (stereo unspecified)
  1.4 | 2 | 4 | 1 | 13 | -5 | -1 | 7 | 1
[45] CC(=O)Oc1ccc(-c2cccc(C(=O)OCC(=O)Nc3ccccc3Oc3ccccc3)c2)cc1
  3.1 | -1 | 1 | -6 | -1 | -7 | -6 | 0 | 5
[46] CCOC(=O)CNC(=O)CN1C(=O)CCSc2ccccc21
  -0.4 | 0 | 7 | 3 | 5 | 2 | 2 | 1 | 0
[47] COCCN1C(=O)N(C)[C@@H](c2ccccc2)C(C(C)=O)=C1C
  -3.5 | 3 | 0 | 1 | -1 | 5 | 2 | 1 | 2
[48] Cc1ccc(C(=O)Nc2cc(Cl)ccc2Oc2ccccc2)cc1[N+](=O)[O-]
  -0.7 | 2 | 8 | -2 | 1 | -2 | -3 | 67* | 0
[49] COc1ccc(C(=O)NC2CCN(S(=O)(=O)c3ccc(C)cc3)CC2)cc1
  -1.9 | 9 | 2 | 4 | 14 | 3 | -6 | -1 | 9
[50] COc1ccc(/C=C/C(=O)NCc2ccc(F)cc2)cc1S(=O)(=O)N1CCOCC1
  -0.2 | 2 | -4 | 4 | 3 | -1 | 0 | 2 | 7
[51] O=C(CSCc1ccccc1Cl)NNC(=O)c1ccccc1
  1.2 | -2 | 9 | 4 | 7 | 1 | 3 | -2 | 8
[52] CCCCn1nnnc1SCC(=O)NCc1ccccc1
  1.3 | -2 | -1 | 0 | -1 | -8 | -10 | 3 | -8
[53] COc1ccccc1CNS(=O)(=O)c1cc(CN2C(=O)c3cccnc3C2=O)ccc1OC
  2.6 | -3 | 0 | 2 | -4 | 6 | 3 | 0 | 7
[54] Cc1ccc(C(=O)N2C(=O)c3cccc(N)c3C2=O)o1
  -1.1 | 12 | 13 | 0 | 9 | -6 | 1 | 20 | -6
[55] COc1ccccc1C(=O)Nc1ccnn1C1CCN(CCCc2ccccc2)CC1
  -2.0 | 5 | 6 | 2 | 5 | 8 | 5 | 1 | 2
[56] COc1ccc(-c2cc(C(F)(F)F)nc(S(C)(=O)=O)n2)cc1OC
  -0.8 | -1 | 1 | -1 | -2 | -6 | 0 | 6 | 24
[57] CC(C)N(C(=O)CSc1nnc(CSc2ncccn2)n1C)C(C)C
  -0.4 | 5 | 5 | 2 | 0 | 0 | -1 | -1 | 3
[58] Cc1ccccc1CSc1nnc(C)c(=O)n1N
  0.1 | -9 | -4 | 0 | 1 | 4 | -3 | 0 | 3
[59] Cc1c(Cl)c([N+](=O)[O-])nn1CCCC(=O)Nc1sc2c(c1C#N)CCC2
  0.8 | 4 | 7 | 4 | 10 | 9 | 3 | 9 | 8
[60] CCSc1nc2c(c(=O)[nH]c(=O)n2C)n1C
  -1.4 | -2 | 6 | -4 | -2 | -1 | 1 | 2 | 0
[61] Cc1ccc(C(=O)NC(=S)N2CCN(C(=O)OC(C)(C)C)CC2)cc1Br
  -0.5 | -1 | -1 | -1 | 3 | -4 | 1 | -1 | 2
[62] CN(C)c1ccc(C(CC(=O)O)NC(=O)c2ccc(Cl)cc2)cc1 (stereo unspecified)
  -0.1 | 8 | 2 | 6 | 2 | -3 | 7 | 0 | 1
[63] COc1ccc(C)cc1N(CC(=O)O)S(=O)(=O)c1ccc(C)cc1
  3.0 | 1 | 6 | 6 | 1 | -5 | 2 | 4 | 1
